HEK293 viab: counter-screen for SNCA expression inhibitors: cell viability | Potency, µM (top dose mostly 57.1 µM), for inactives: top-dose activity change, negative = cytotoxicity, most hits filed as cytotoxic | AID 1671193 | 150,000 compounds, 0.12% hits | HEK-293-SNCA-luc viability, GF-AFC fluorescence, 24 h;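 note: potency is the fitted concentration of half-maximal effect; 0% = DMSO-treated cells and -100% = medium-only wells without cells; nearly all actives have a fitted effect of over 30% in size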
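HEK-293-SNCA-luc cells (1500/well) plated 24 h, then exposed 24 h to a dilution series; GF-AFC added 30 min at 37C, fluorescence 405/540 nm; normalised to medium-only and DMSO wells, Hill fit.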
IP6K1 inhibitor: blocks human inositol hexakisphosphate kinase 1. Q92551. IP6K1 kinase, ADP-Glo luminescence, 2 h; stronger effect = lower value. activity change, % (series mostly up to about 58 µM). 140,000 compounds, 0.81% hits. AID 1645851; in the data active = activity change below about -25%
Target sequence (Q92551 whole entry, looked up): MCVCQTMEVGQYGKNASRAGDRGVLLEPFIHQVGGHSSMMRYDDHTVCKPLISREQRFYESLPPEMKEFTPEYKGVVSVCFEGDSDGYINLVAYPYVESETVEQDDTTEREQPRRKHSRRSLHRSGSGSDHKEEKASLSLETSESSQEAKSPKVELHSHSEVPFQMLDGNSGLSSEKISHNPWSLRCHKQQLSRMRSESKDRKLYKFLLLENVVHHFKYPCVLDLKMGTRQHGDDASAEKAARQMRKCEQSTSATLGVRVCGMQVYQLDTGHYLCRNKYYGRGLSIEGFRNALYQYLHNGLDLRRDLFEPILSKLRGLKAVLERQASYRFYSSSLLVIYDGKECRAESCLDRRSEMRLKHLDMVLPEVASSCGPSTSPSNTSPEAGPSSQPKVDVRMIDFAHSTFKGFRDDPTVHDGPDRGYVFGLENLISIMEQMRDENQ
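ADP-Glo luminescence measures ADP made by human IP6K1 during a 2 h RT reaction with ATP/IP6 (mix at 1.3 mM/130 uM); top library doses 57.5 and 19.1 uM final.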
Luciferase inh: Photinus pyralis luciferase inhibition | P08659 | purified P. pyralis luciferase, luminescence, biochemical | Potency, µM (series often up to 115 µM), for inactives: at the top dose activity change, negative = inhibition, most hits filed as inhibitors | 76,000 compounds, 2.5% hits | AID 1347043; note: potency is the fitted concentration of half-maximal effect; nearly all actives have a fitted effect of over 65% in size
Target sequence (P08659 whole entry, looked up): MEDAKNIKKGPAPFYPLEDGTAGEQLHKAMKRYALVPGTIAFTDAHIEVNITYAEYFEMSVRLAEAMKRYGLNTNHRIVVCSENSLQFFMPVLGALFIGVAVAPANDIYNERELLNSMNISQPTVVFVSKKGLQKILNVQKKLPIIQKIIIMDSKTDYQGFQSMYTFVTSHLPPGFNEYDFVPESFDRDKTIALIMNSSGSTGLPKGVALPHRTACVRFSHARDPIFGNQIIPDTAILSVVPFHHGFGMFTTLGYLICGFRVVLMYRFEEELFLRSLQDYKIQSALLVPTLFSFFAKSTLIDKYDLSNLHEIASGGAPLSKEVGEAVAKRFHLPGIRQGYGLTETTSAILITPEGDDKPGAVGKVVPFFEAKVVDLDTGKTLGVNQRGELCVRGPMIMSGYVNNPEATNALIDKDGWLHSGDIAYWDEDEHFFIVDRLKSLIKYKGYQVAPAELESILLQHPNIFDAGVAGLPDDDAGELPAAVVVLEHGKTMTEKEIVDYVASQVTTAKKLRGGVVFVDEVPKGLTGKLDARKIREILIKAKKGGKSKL
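Biochemical qHTS: compound (6-point titration) added to 10uM D-luciferin plus 10uM ATP in Tris acetate pH 7.5 buffer with Mg, Tween-20 and BSA, then purified enzyme at 10nM; light output imaged.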
GPT2 inhibitor: inhibitors of human GPT2 alanine aminotransferase; Recombinant GPT2, coupled pyruvate oxidase/HRP Amplex Red fluorescence; Potency, µM (series often up to 57.7 µM), for the others: top-dose activity change, negative = inhibition, most hits filed as inhibitors; 100,000 compounds, 0.25% hits; AID 1671188; note: potency is the fitted concentration of half-maximal effect; nearly all actives have a fitted effect of over 60% in size; many of its hits are not listed in these tables
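Fluorescence of coupled pyruvate oxidase/HRP/Amplex Red system (50uM Amplex, 30 min, dark) reports pyruvate formed by GPT2. Enzyme reaction: 10ng/uL GPT2, 2mM L-alanine, 250uM a-KG, 30 min room temperature, pH 7.5; 50uM AOA control.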
3T3 cytotox: kills NIH 3T3 cells; NIH 3T3 viability, CellTiter-Glo ATP luminescence, 48-72 h; Potency, µM (titrated, usually from 96.7 µM), without a hit: top-dose activity change, negative = cytotoxicity, most hits filed as inhibitors; 94,000 compounds, 4.3% hits; AID 1345082; note: potency is the fitted concentration of half-maximal effect; nearly all actives have a fitted effect of over 55% in size
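Luminescent ATP readout (CellTiter-Glo, 10 min RT) after 48 or 72 hr compound exposure of NIH 3T3 cells seeded at 400 cells/well in 1536-well format; quantitative HTS.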
HEK cytotox: HEK 293 cell cytotoxicity; HEK 293 viability, ATP luminescence (CellTiter-Glo), 48-72 h; Potency, µM (doses to about 115 µM), for the others: at the highest dose activity change, negative = cytotoxicity, actives largely listed as inhibitors; 94,000 compounds, 6.6% hits; AID 1345083; note: potency is the fitted concentration of half-maximal effect; nearly all actives have a fitted effect of over 60% in size
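Read-out: CellTiter-Glo ATP luminescence. Cells: HEK 293, 250 cells/well. Exposure: 48 or 72 hr, 37 degree Celsius.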
SNCA expr inh: reduces expression of the alpha-synuclein gene; Potency, µM (series often up to 57.2 µM), for inactives: at the top dose activity change, negative = inhibition, actives largely listed as inhibitors; 140,000 compounds, 0.17% hits; HEK-293 SNCA-luciferase knock-in, luminescence, 24 h; AID 1671194;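 note: potency is the fitted concentration of half-maximal effect; plate controls were DMSO cells for no effect and cell-free wells for full effect; nearly all actives have a fitted effect of over 45% in size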
Starred values were filed as active, the others as inactive; i = inactive; ? = inconclusive; . = not tested or not shown; [ ] = dose if it differs, or a comment. Unless noted, calls come from the whole dose curve; as a rule, active = well fitted curve in the direction sought with a large enough effect; inconclusive = small, poorly fitted or top-dose-only effect, or another doubt; inactive = no such curve, though single readings can be large; an effect the other way counts as inactive or inconclusive. Unless noted, % is set by controls: 0 for no effect and ±100 for the full control effect.

smiles,HEK293 viab,IP6K1 inhibitor,Luciferase inh,GPT2 inhibitor,3T3 cytotox,HEK cytotox,SNCA expr inh
COc1ccc(C(=O)NCC(c2ccco2)S(=O)(=O)c2cccs2)cc1OC (centres undefined),0%,38,.,.,.,.,-12%
CC(=O)N1CCCc2cc(S(=O)(=O)N3CCCC(C(=O)N4CCN(c5ccccc5)CC4)C3)ccc21 (centres undefined),3%,8,.,.,.,.,?
CCOc1ccc2c(c1)c(=O)c(C(=O)c1ccc(C)cc1)cn2Cc1ccccc1OC,?,-13,.,.,.,.,?
O=S(=O)(c1ccc2c(c1)OCCO2)N1CCC(Cc2nc(-c3cccnc3)n[nH]2)C1 (centres undefined),-9%,-4,-5%,-7%,-25%,-1%,10%
Cc1[nH]c(=O)[nH]c(=O)c1S(=O)(=O)Nc1cccc(Cl)c1C,5%,8,.,.,.,.,-3%
CC(C)COc1ccc(C(=O)N2CCN(CCc3ccccn3)CC2)cc1,-12%,-12,.,.,.,.,-3%
CCc1ccc(OC(=O)CSc2nnc(-c3ccc4c(c3)OCO4)o2)cc1,11%,-1,.,.,.,.,11%
C/C=C/c1cc(OC)c2c(c1)[C@@H](C)[C@@H](c1ccc(O)c(OC)c1)O2,-29%,7,.,?,.,.,.
O=C(NC1C[C@H]2CC[C@@H](C1)N2C(=O)CCC1CCCCC1)c1ccncc1 (some centres undefined),-28%,3,1%,i,-27%,?,-19%
CCCCN1CC(c2nc3ccccc3n2CCCCOc2c(C)cccc2C)CC1=O (centres undefined),?,22,.,.,.,.,?
COC(=O)c1cc(NC(=O)CCS(=O)(=O)c2cc(Br)cc3c2N(C(=O)C2CC2)CC3)cc(C(=O)OC)c1,-4%,2,.,.,.,.,-4%
Cc1ccc(-c2nc(CS(=O)(=O)CC(=O)NCc3ccccc3Cl)c(C)o2)cc1,7%,5,.,.,.,.,30%
CCN(CC)C(=O)CSc1nnc2ccc3ccccc3n12,-5%,-10,.,.,.,.,27%
CC(C)CNC(=O)c1ccc2nc(-c3ccnc(Cl)c3)oc2c1,4%,7,.,0%,-13%,i,15%
COCCOCc1nc(C2CCN(C(=O)Nc3ccc(C(=O)OC)cc3)CC2)no1,4%,-9,10%,i,-2%,3%,0%
O=C1c2c(nc(CNCC3CC3)n2Cc2ccccc2)NCCN1Cc1ccccc1,?,0,-12%[172 µM],-2%[88.5 µM],?,?,28%[87.6 µM]
COc1ccc(CNC(=O)c2ccc3c(c2)N(Cc2ccccc2F)C(=O)c2ccccc2S3(=O)=O)cc1,-13%,19,.,.,.,.,-10%
CCc1ccc(CN(Cc2ccco2)C(=O)COc2ccccc2Cl)cc1,-13%,-19,.,.,.,.,?
CC(c1ccon1)N(C)C(=O)c1csc2nc(-c3cccc(C(F)(F)F)c3)cn12 (centres undefined),-2%,9,-26%,i,?,?,30%
Cc1nn(C)c(C)c1S(=O)(=O)NCC(=O)N1CCCCCNC(=O)CC1c1ccccc1 (centres undefined),1%,-3,-5%,4%,i,i,-17%
COCCn1ccc2c(NC(=O)Cn3nc4c(cc3=O)CCCC4)cccc21,3%,1,-18%,3%,-17%,-23%,-13%
O=C1NCc2ccccc2CC12CCN(Cc1ccc(Oc3ccccc3)cc1)C2 (centres undefined),-19%,-9,.,-5%,32µM*,?,?
CCOc1ccccc1NC(=O)N(C)CC1CCOCC1,1%,-1,-6%,3%,-7%,i,-2%
CC(C)(C)c1ccc(C(=O)NCC(c2cccs2)S(=O)(=O)c2ccccc2)cc1 (centres undefined),-19%,2,.,.,.,.,?
COc1ccccc1-c1nn(CCC(=O)Nc2ccccc2)c2nc(C)cc(C)c12,-13%,28,.,.,.,.,6%
CCc1cc(=O)n(CC(=O)Nc2cc(OC)ccc2OC)c(-c2cccc(F)c2)n1,7%,-8,0%,4%,-30%,-29%,2%
Cc1ccccc1C(=O)NC(C(=O)NC(C)C(C)C)C1CCN(C(=O)c2cccs2)CC1 (centres undefined),0%,29,-6%,-25%,-28%,-7%,16%
O=C(CC1CCN(C(=O)c2ccoc2)C1)NCc1ccccc1 (centres undefined),-6%[12.5 µM],-18,-10%,4%,-18%,2%,25%
C[C@@H]1CN(c2nc(-c3ccccc3)no2)CC[C@@]1(O)C1CCC1,-11%,-11,0.35µM*,1%,?,?,14µM*
Cc1cccc(-c2cc(C(=O)O)c3c(-c4ccc(F)cc4)[nH]nc3n2)c1,-5%,10,.,.,.,.,20%

Some of the entries above, set out differently.
COc1ccccc1-c1nn(CCC(=O)Nc2ccccc2)c2nc(C)cc(C)c12
- HEK293 viab = -13%
- IP6K1 inhibitor = 28
- Luciferase inh = .
- GPT2 inhibitor = .
- 3T3 cytotox = .
- HEK cytotox = .
- SNCA expr inh = 6%

COC(=O)c1cc(NC(=O)CCS(=O)(=O)c2cc(Br)cc3c2N(C(=O)C2CC2)CC3)cc(C(=O)OC)c1
- HEK293 viab = -4%
- IP6K1 inhibitor = 2
- Luciferase inh = .
- GPT2 inhibitor = .
- 3T3 cytotox = .
- HEK cytotox = .
- SNCA expr inh = -4%

CC(C)(C)c1ccc(C(=O)NCC(c2cccs2)S(=O)(=O)c2ccccc2)cc1 (centres undefined)
- HEK293 viab = -19%
- IP6K1 inhibitor = 2
- Luciferase inh = .
- GPT2 inhibitor = .
- 3T3 cytotox = .
- HEK cytotox = .
- SNCA expr inh = ?

O=C1c2c(nc(CNCC3CC3)n2Cc2ccccc2)NCCN1Cc1ccccc1
- HEK293 viab = ?
- IP6K1 inhibitor = 0
- Luciferase inh = -12%[172 µM]
- GPT2 inhibitor = -2%[88.5 µM]
- 3T3 cytotox = ?
- HEK cytotox = ?
- SNCA expr inh = 28%[87.6 µM]

More entries.
smiles,HEK293 viab,IP6K1 inhibitor,Luciferase inh,GPT2 inhibitor,3T3 cytotox,HEK cytotox,SNCA expr inh
COCC(=O)NC1CCC12CCN(C(=O)NCc1ccc(C)cc1)CC2 (centres undefined),-11%,14,1%,?,-25%,-21%,20%
CN1CCN(c2ccc(-c3nccc4c(=O)cc(N(C)C5CCOCC5)oc34)cn2)CC1,4%[87.6 µM],-20,12%[172 µM],-7%[88.5 µM],89µM*,i,-8%[87.6 µM]
CCc1ccc(C2CC(C(=O)NCc3ccco3)CN(C(C)=O)C2)cc1 (centres undefined),4%,1,-15%,?,-29%,?,?
COc1cccc(C(=O)Nc2ccc(-c3cn4cccnc4n3)cc2)c1OC,-7%,6,.,.,.,.,44%[activator]
CCOc1ccccc1NC(=O)C1CCN(c2cnc3nccnc3c2)CC1,2%,-6,-14%,i,-32%,-18%,-4%
CCC(=O)N1c2ccc(S(=O)(=O)N3CCC(C)CC3)cc2CC1C (centres undefined),-4%,-2,.,.,.,.,6%
Cn1ncc2c(C(=O)N3CCC(C#N)CC3)cc(-c3ccc(Cl)nc3)nc21,-18%,2,.,-12%,-4%,-3%,-3%
COCCNC(=O)CCc1c(C)nn(-c2cccc(C)c2)c1Oc1ccccc1C,4%,11,-2%,i,?,?,-18%
O=C(C1CCN([S+](=O)([O-])c2ccccc2)CC1)N1CCC(N2CCCC2=O)CC1,-7%,16,.,i,-23%,-3%,32%
CC(C)c1ccc(OCC(=O)Nc2ccc(S(=O)(=O)Nc3ncccn3)cc2)cc1,-8%,-13,.,.,.,.,1%
Cc1noc(-c2cn(C3CCCN(C(=O)c4ccc(F)c(F)c4)C3)nn2)n1 (centres undefined),1%,4,0%,3%,-22%,-1%,3%
O=C(NCC(c1ccc2c(c1)OCO2)N1CCOCC1)c1cccc(Cl)c1 (centres undefined),14%,25,.,.,.,.,15%
O=C1NCC2(CCN([S+](=O)([O-])c3cccs3)CC2)Oc2ccccc21,-8%,11,-2%,?,?,?,-14%
Cc1ccc(Nc2c(-c3cccnc3)nc3ccc(Cl)cn23)cc1,-11%,8,.,.,.,.,-23%
CCn1ncc(N2CCC(NC(=O)c3ccc(C)c(F)c3)CC2)cc1=O,-17%,12,-1%,i,3%,i,2%
CC[C@H]1CN(S(=O)(=O)c2ccccc2)CC[C@H]1CC(=O)NCc1cccnc1,0%[87.6 µM],-10,-6%[172 µM],3%[88.5 µM],-36%[174 µM],?,-22%[87.6 µM]
Cc1nn(-c2ccccc2)c2c1C(C1CC1)N(C1CCN(C(=O)c3ccc(F)cc3)C1)C2=O (centres undefined),.,5,.,.,?,35µM*,.
COc1cc2c(cc1NC(=O)COc1ccc(Br)cc1C)oc1ccccc12,6%,34,.,.,.,.,-10%
COc1ccccc1C(=O)N1CCC(C(NC(=O)c2ccccc2)C(=O)N2CCCCC2)CC1 (centres undefined),-11%,-7,-2%,i,-13%,?,?
Cc1noc2c(-c3cccc(CO)c3)cc(-c3cccc(C(F)(F)F)c3)nc12,?,-14,-22%[172 µM],-6%[88.5 µM],25µM*,45µM*,?
COc1ccc(OC)c(CNC(=O)c2ccc3c(c2)N(C)C2CCCCN2C3=O)c1 (centres undefined),2%[12.5 µM],0,2%,4%,-28%,?,0%
COC(=O)CCN(c1ccccc1)C(CNS(=O)(=O)c1ccccc1)c1ccccc1 (centres undefined),-18%,27,.,.,.,.,?
COc1cc(OC)cc(C(=O)N2CCC[C@H]2c2nc(-c3ccc(OC)c(OC)c3)no2)c1,-3%,-6,-6%,0%,?,?,36%[activator]
COc1ccc(CNC(=O)Cn2nc(C)c3sc(-c4ccccc4)nc3c2=O)cc1,3%,4,-1%,-1%,i,-3%,25%
COc1cccc(CNC(=O)c2cc3n(n2)CC(c2ccc4c(c2)OCO4)OC3)c1 (centres undefined),2%,29,14%,i,?,?,31%
Cc1ccc(C)c(C(O)Cn2ccn3nc(-c4cccc(Br)c4)cc3c2=O)c1 (centres undefined),-20%,-4,1%,3%,?,?,-5%
O=C(CCc1ccccc1)N1CCN(C(=O)c2nnn3c2COC(c2ccc(Cl)cc2)C3)CC1 (centres undefined),?,-5,-12%,-9%,?,?,?
OCC1OC(Oc2cc(O)cc(/C=C/c3ccc(OC4OC(CO)C(O)C(O)C4O)cc3O)c2)C(O)C(O)C1O (centres undefined),-2%[23.9 µM],6,.,i,.,.,.
COc1ccc(-c2noc(COC(=O)C3=CN(Cc4ccccc4)S(=O)(=O)N=C3C)n2)cc1,-13%,-6,9%,i,-21%,?,-13%
CC1(C)[C@H]2CC[C@@H](CNC(=O)c3cc(F)ccc3Br)[C@@H]1C2,2%[87.6 µM],30,2%[172 µM],-12%[88.5 µM],?,?,-9%[87.6 µM]
C[C@@H](NC(=O)c1cnccn1)c1c(-c2ccc(F)cc2)noc1C(=O)O,-11%[87.6 µM],22,-3%[172 µM],-8%[88.5 µM],-3%[138 µM],2%[172 µM],-17%[87.6 µM]

Assay outcomes as filed in PubChem BioAssay.
